SENP1 inh – inhibitors of human SENP1 SUMO protease catalytic domain | recombinant SENP1 catalytic domain, CyPet-SUMO1-YPet FRET cleavage | inhibition, % at 10 µM | 0.21% of 360,000 active;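 active = inhibition at least 30% at 10 µM, raw YFP signal under a set limit, fluorescence ratio 0.5 to 1.5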;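 also: 0% = enzyme with DMSO and 100% = no enzyme wells; some results filed as inactive read as strong as hits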
Target sequence (Q9P0U3 419-644 limits assumed): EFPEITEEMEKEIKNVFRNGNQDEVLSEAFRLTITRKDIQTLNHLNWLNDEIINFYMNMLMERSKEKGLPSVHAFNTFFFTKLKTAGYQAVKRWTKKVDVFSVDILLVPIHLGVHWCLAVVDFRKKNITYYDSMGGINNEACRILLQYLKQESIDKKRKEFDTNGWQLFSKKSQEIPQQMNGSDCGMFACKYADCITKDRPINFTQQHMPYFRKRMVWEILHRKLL
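Compound: 10 µM single point, 0.5% DMSO; Test system: hSENP1 catalytic domain, recombinant; Timing: 50 min reaction at room temperature; Technique: FRET, CFP and YFP emission; Control set: no-enzyme wells low, DMSO-plus-enzyme wells high control.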
SENP8 inh – SENP8 (human) protease inhibition. 0.64% of 360,000 active. inhibition, % at 20 µM. recombinant SENP8, Nedd8 substrate fluorescence. Q96LD8. AID 602440; in the data active = inhibition mostly above about 40%, no sharp cut-off; inactive = mostly below about 27%
Target sequence (Q96LD8 whole entry, looked up): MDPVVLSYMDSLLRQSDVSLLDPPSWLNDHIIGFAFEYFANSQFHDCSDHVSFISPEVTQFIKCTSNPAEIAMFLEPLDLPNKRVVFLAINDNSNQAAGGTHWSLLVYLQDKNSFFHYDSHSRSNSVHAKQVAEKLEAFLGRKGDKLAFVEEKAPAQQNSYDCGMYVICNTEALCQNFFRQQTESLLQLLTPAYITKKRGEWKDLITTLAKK
Numbers without * were called inactive; i = inactive. This is a subset; the hit share may differ from the screen's.

Compound	SENP1 inh	SENP8 inh
Cc1cc(C(=O)C(C(c2ccccc2)N2CCOCC2)N2CCOCC2)ccc1Cl (configuration not stated)	1.6	15.8
Nc1ccc(Nc2ccncc2)cc1	0.6	13.7
C[C@H]1CN([C@@H](C)CO)S(=O)(=O)c2ccc(Br)cc2O[C@H]1CN(C)C(=O)c1cccc(F)c1	0.9	2.5
O=C(Sc1n[nH]c(=O)[nH]c1=O)c1ccccc1	0.6	13.5
CCN(CC)C(=O)C1=C(C)N(CCC2=CCCCC2)C(=O)C(CC(=O)NCC2CCCCC2)C1 (configuration not stated)	-2.3	-15.7
COc1ccc(-c2csc(C(O)(c3ccccc3)C(F)(F)F)n2)cc1 (configuration not stated)	1.3	8.4
COc1ccc(C2C(C(=O)c3ccccc3)N3c4ccccc4C=CC3C2[N+](=O)[O-])cc1 (configuration not stated)	3.5	-2.2
O=C(Nc1c(Br)cc2c(c1Br)Cc1ccccc1-2)C(F)(F)F	1.1	7.0
CCN1C(=N)N(c2ccccc2)C(=O)C(CC)(CC)C1=O	1.2	13.7
CCOC(=O)[C@]12CCCC=C1N(CCC1=CCCCC1)C(=O)[C@H](CC(=O)NCc1ccc(C)o1)C2	-1.7	31.6
CCN(CC)C(=O)C1=C(C)N(CCC2=CCCCC2)C(=O)C(CC(=O)NCc2cccc3ccccc23)C1 (configuration not stated)	-0.6	6.8
CN(C)c1ccc2c(=O)c3ccccc3oc2n1	-1.5	-403.7
CC(C)c1ccccc1NC(=O)Nc1nnc([C@@H]2C[C@H](O)[C@@H](CO)O2)s1	-1.7	6.3
CN1C[C@@H]2[C@@H]3C(=O)N(Cc4ccccc4)C(=O)[C@@H]3[C@](C)(C1=O)N2C(=O)c1ccccc1	-0.3	14.3
Cc1cc(C(=O)N2CCCC(Nc3ccc(C)c(C)c3)C2)nc(C)n1 (configuration not stated)	2.3	0.6
Cc1ccc(S(=O)(=O)N2CCOCC2)cc1NC(=O)CN(C)CC(=O)Nc1cccc(F)c1	2.4	23.1
COc1cccc2c1C(=O)c1c(O)c3c(c(O)c1C2=O)C[C@@](O)(C(C)=O)C[C@@H]3O[C@H]1C[C@H](N)[C@H](O)[C@H](C)O1	103.3	33.2
COc1ccc(NC(=O)c2cc(-c3sc(NC(=O)c4ccccc4)nc3C)n(CCO)n2)cc1	-0.7	-24.9
Oc1ccc(-c2c(C3=CCCCC3)sc3ccccc23)cc1	-11.6	-28.7
CCOC(=O)/C=C/c1cccc(OC)c1O	8.6	-305.9

The results go on.
Compound	SENP1 inh	SENP8 inh
C/C=C(\C)C(=O)OC1[C@H](OC(C)=O)C2(CO)C(CC1(C)C)C1=CCC3C4(C)CCC(O[C@@H]5O[C@H](C(=O)O)[C@@H](O[C@@H]6O[C@H](CO)[C@@H](O)[C@H](O)[C@H]6O)[C@H](O)[C@H]5O[C@H]5O[C@H](CO)[C@@H](O)[C@H](O)[C@H]5O)[C@](C)(CO)C4CCC3(C)[C@]1(C)C[C@H]2O (some centres not stated)	2.6	17.1
COc1ccc(N2CC(C(=O)Nc3nnc(SCC(=O)Nc4ccc(NC(C)=O)cc4)s3)CC2=O)cc1 (configuration not stated)	0.5	13.8
CCOC(=O)C1CCCN(C(=O)c2ccc3sccc3c2)CC1 (configuration not stated)	3.3	13.8
CC1(C(=O)NS(=O)(=O)C2CC2)CCN(C(=O)c2cccc(OC(F)(F)F)c2)C1 (configuration not stated)	2.7	14.5
O=C(COC(=O)c1cc(=O)[nH]c2ccccc12)Nc1nc(-c2ccc(F)cc2)cs1	2.7	-192.2
COc1ccc(CC(N)c2csc(NC(=O)Nc3cc(OC)ccc3OC)n2)cc1 (configuration not stated)	2.1	8.5
CC1(C)CNC(=S)N1Cc1ccccc1	0.9	3.8
O=C(c1ccc(CNS(=O)(=O)c2ccc(F)cc2)cc1)N1CCCCCC1	2.3	13.1
Cc1nc2c(OCc3ccc(Cl)cc3Cl)cccn2c1N(C)Cc1cccs1	-26.9	-38.2
O=C(NCc1ccccc1)C(c1cc2ccccc2o1)n1c(=O)c(-c2cc3ccccc3[nH]2)nc2ccccc21 (configuration not stated)	-17.5	-417.0
COc1ccc(S(=O)(=O)N2CCC[C@H]2C(=O)N2CCC[C@H]2C(=O)N[C@@H](C)c2ccccc2)cc1C	3.5	13.0
O=C(NC1CCCCC1)c1cccc2c(-c3ccc(F)c(F)c3)coc12	8.4	1.4
Cc1cccc(C)c1NC(=O)CN1CCC(Cc2ccccc2)CC1	2.3	23.2
CC(=Cc1ccccc1)C=C1SC(=S)N(CCCC(=O)Nc2ccc(C(=O)O)c(O)c2)C1=O	-3.4	19.7
CCC(CO)Nc1ccn2nc(-c3cc(OC)c(OC)c(OC)c3)cc2n1 (configuration not stated)	-1.4	i
CN(Cc1ccccc1)C(=O)c1cccc(NC(=O)Cc2cccc(NC(=O)C3CCN(C(=O)C4CCC4)CC3)c2)c1	0.8	2.4
CC1Cc2[nH]c(=S)[nH]c(=O)c2C(C)O1 (configuration not stated)	0.0	9.4
Cc1cccc(C)c1NC(=O)C1(C)CSCC(=O)N1C1CCN(Cc2ccccc2)CC1 (configuration not stated)	-2.3	23.8
COc1ccc([N+](=O)[O-])cc1CN1CCN(c2ncc(Cc3ccccc3)cn2)CC1	3.4	21.6
COc1ccc(C2/C(=C(/O)c3ccc4c(c3)CC(C)O4)C(=O)C(=O)N2CCCn2ccnc2)cc1OC (configuration not stated)	-0.8	12.0

(list continues)
Compound	SENP1 inh	SENP8 inh
COc1cc(-c2cc(O)c(-c3ccc4ccccc4n3)c(=O)[nH]2)cc(OC)c1OC	-30.0	-483.9
Nc1c(-c2ccc(F)cc2)nc2ncccn12	23.0	5.8
CC1(C)NC(=O)C(CCc2ccccc2)NC1=O (configuration not stated)	3.2	29.9
Cc1ccc(C(NC(=O)C2CCN(CCOc3ccc(Cl)cc3Cl)CC2)c2ccccn2)cc1 (configuration not stated)	2.2	13.1
COc1ccc(-c2csc(C(O)c3ccc(OC)cc3)n2)cc1 (configuration not stated)	2.1	17.2
COC(=O)N(C)C[C@H]1OCc2cnnn2CCCC(=O)N([C@H](C)CO)C[C@H]1C	0.9	2.7
O=[N+]([O-])c1cc(-c2ccccc2)cc([N+](=O)[O-])c1O	7.3	38.3
C=CCSc1nc2ccccc2n1C(=O)/C=C/c1ccc(OC)c(OC)c1	1.4	-24.2
COc1cc(/C=c2\sc3nc(=O)c(-c4ccccc4)nn3c2=O)ccc1OCCC(C)C	-25.2	11.3
NCC1CCN(c2nc3ccccc3c3c2CCCC3)CC1	-1.7	-182.3
Cc1cc(C(=O)Cn2cnc3ccc(Cl)cc3c2=O)c(C)n1C1CC1	-1.6	0.9
COc1ccc(S(=O)(=O)NCC2CCC(C(=O)N3CCC4(CC3)OCCO4)CC2)cc1 (configuration not stated)	0.8	15.5
Cc1noc(C)c1C(=O)OC(C)C(=O)c1c[nH]c2ccccc12 (configuration not stated)	-1.9	-4.1
O=C1C(=NO)C(c2ccccc2)Oc2ccccc21 (configuration not stated)	-1.6	10.1
Cc1ccc(F)c(S(=O)(=O)NC(=O)C2(C)CCN2C(=O)CCC2CCCC2)c1 (configuration not stated)	-0.3	8.1
O=C1ON=C(c2ccccc2)/C1=C/c1ccc(-c2ccccc2[N+](=O)[O-])o1	1.5	22.8
O=C(Nc1c(-c2ccc(Cl)cc2)[nH][nH]c1=O)c1ccc(Br)cc1	0.1	43.3*
CN(C)S(=O)(=O)c1cccc(NC(=O)CN2C(=O)NC(Cc3c[nH]c4ccccc34)C2=O)c1 (configuration not stated)	-2.4	2.8
COc1ccc(C(=O)C2CC2)cc1	0.1	22.4
NCc1csc(Nc2ncccn2)n1	-7.7	19.0

More results follow:
Compound	SENP1 inh	SENP8 inh
CC(C)n1c(=O)[nH]c(=O)n1C(C)C	1.2	13.3
O=C(NCc1ccc(F)cc1)c1cc(C2CCCCN2C(=O)c2ccccn2)on1 (configuration not stated)	1.3	10.3
O=C(Nc1nnc([C@H]2C[C@H](O)[C@@H](CO)O2)s1)c1ccc(Oc2ccccc2)cc1	6.8	-20.4
O=C(COC(=O)c1ccc(OC(F)F)cc1)NCC1CCCO1 (configuration not stated)	3.7	11.3
Cc1noc(C)c1-c1ccc(C(=O)NCc2ccc(Cl)cc2)c2occc12	-0.5	-53.0
CCC(=O)N1CCC1(C)C(=O)Nc1ccc(F)cc1 (configuration not stated)	0.2	4.2
Cc1ccsc1C(=O)N1CCC1(C)C(=O)Nc1cccc(C#N)c1 (configuration not stated)	0.6	11.8
COc1ccc(S(=O)(=O)N2CCOCC2)cc1NC(=O)c1ccc(S(=O)(=O)N(C)c2ccccc2OC)cc1	1.6	0.5
CN1CCN(CCNC(=O)c2ccc(CS(=O)c3ccc(Br)cc3)o2)CC1 (configuration not stated)	4.1	10.8
[O-][N+]1=c2ccc(Nc3ccccc3)cc2=NC12CCCCC2	10.9	86.5*
CN(CCc1ccccc1)C(=O)c1cccc(NC(=O)Cc2cccc(NC(=O)C3CCCN(C(=O)C4CC4)C3)c2)c1 (configuration not stated)	0.7	4.9
CCN(CC(=O)Nc1ccc(NC(C)=O)cc1)C(=O)c1cc([N+](=O)[O-])ccc1Sc1ccc(Cl)cc1	12.0	-108.8
CSc1cccc(NC(=O)C2CC(=O)N(c3ccc4c(c3)OCCO4)C2)c1 (configuration not stated)	-0.8	15.9
O=C(NNc1ccc([N+](=O)[O-])cn1)Nc1ccc(N=Nc2ccccc2)cc1	0.1	48.1*
COC(=O)[C@@]12C[C@@H](CC(=O)NCCc3ccccc3OC)C(=O)N(CCc3ccc(OC)c(OC)c3)C1=CCC(C)(C)C2	1.6	17.1
COc1ccc2c(c1)-c1nc(/N=C/c3ccc(O)c(OC)c3)sc1CC2	-0.6	-254.7
CCCCCCCCN1C(=O)[C@H](CC(=O)NCCc2ccccc2OC)C[C@@]2(C(=O)OCC)CCCC=C12	-2.9	6.2
O=C(O)CC1CCC1CC(=O)O (configuration not stated)	0.0	14.9
COc1ccc(-c2cc(NC=O)c3ncc(-c4ccc(OC)c(OC)c4)n3c2)c(OC)c1	-30.0	-461.6
COc1ccc(N2CCN(C(=O)C(Cc3ccccc3)NC(=O)c3ccccc3)CC2)cc1 (configuration not stated)	0.9	11.2

(further entries)
Compound	SENP1 inh	SENP8 inh
COCOCCn1cc(CN2CCS(=O)(=O)N(Cc3ccc(-c4ccc(Cl)cc4)cc3)C(C)C2=O)nn1 (configuration not stated)	1.8	8.9
CC1=CC(=O)C(Sc2ccc(C)cc2)=CC1=O	1.4	22.0
O=C1C=C(OCCF)CC(c2ccccc2C(F)(F)F)O1 (configuration not stated)	0.8	16.2
O=c1ccn([C@@H]2O[C@H](CNS(=O)(=O)c3csc(-c4ccno4)c3)[C@@H](O)[C@H]2O)c(=O)[nH]1	-2.2	-6.5
O=C1C(=O)N(c2ccccc2)C(c2ccccc2)C1c1ccccc1 (configuration not stated)	0.4	-495.7
Cc1cc(-c2n[nH]c(=S)n2/N=C/C(Br)=C/c2ccccc2)n[nH]1	-1.2	18.5
COc1ccccc1NS(=O)(=O)c1cc(N/C(=N/S(=O)(=O)c2ccccc2)c2ccc(F)cc2)ccc1Cl	1.6	18.7
O=C1O[C@@H](c2ccccc2)C[C@@H](O)[C@H](O)CCCCc2ccccc21	2.9	14.9
COc1ccc(-c2ccc3c(c2)c(Sc2ccccc2)c(-c2ccccc2)n3C)cc1	3.5	-363.6
CC(C)C1(C2CCCC2)NC(=O)NC1=O (configuration not stated)	0.9	4.8
CC(C)(C)OC(=O)N(Cc1ccccc1)Cc1ccccc1OCc1cccc(NC(=O)C2CCC2)c1	-1.0	-42.7
CCN(CC)CCCn1c(C)cc2c(c1=O)C(c1cccc(Cl)c1)C(C#N)=C(N)O2 (configuration not stated)	-1.6	4.2
CN(CC(=O)Nc1ccccc1Cl)C(=O)c1cc2c(s1)CCCCC2	0.1	8.2
Cc1cc(N2CCN(C(=O)c3[nH]c(C(F)(F)F)nc3-c3ccccc3)CC2)c2ccccc2n1	-0.2	-0.3
CS(=O)(=O)Nc1ccc(-c2cccc3nccn23)cc1	-0.1	i
CC1CC(C)CN(C(CCc2ccccc2)C(=O)NC2CCCCC2)C1 (configuration not stated)	3.8	21.1
COc1ccc2c(c1)C(C)=CC(C)(C)N2S(=O)(=O)c1ccc(Br)cc1	-1.7	9.9
C[C@@H]1CN([C@@H](C)CO)C(=O)CCCn2nncc2CO[C@H]1CN(C)S(=O)(=O)c1cn(C)cn1	0.0	6.1
Cc1cc(C)c(CC(=O)c2ccccc2)c(C)c1	1.4	-4.0
N#C/C(=C\c1cccn1S(=O)(=O)c1ccccc1)S(=O)(=O)c1ccc(F)cc1	-0.9	10.4
CCCCCCCCNS(=O)(=O)CCNC1CC1	-0.5	1.5
O=C(N/N=C/c1ccc(Cl)c([N+](=O)[O-])c1)c1ccc2c(c1)OCCO2	3.4	29.2
COC(=O)/C=C1\OCc2cc(OC)c(OCc3ccccc3)cc21	1.3	-2.8

Ordered by number of heavy atoms (highest first): some entries from above
Compound	SENP1 inh	SENP8 inh
COc1ccccc1NS(=O)(=O)c1cc(N/C(=N/S(=O)(=O)c2ccccc2)c2ccc(F)cc2)ccc1Cl	1.6	18.7
Cc1cc(N2CCN(C(=O)c3[nH]c(C(F)(F)F)nc3-c3ccccc3)CC2)c2ccccc2n1	-0.2	-0.3
CC1CC(C)CN(C(CCc2ccccc2)C(=O)NC2CCCCC2)C1 (configuration not stated)	3.8	21.1
O=C1O[C@@H](c2ccccc2)C[C@@H](O)[C@H](O)CCCCc2ccccc21	2.9	14.9
CC(C)C1(C2CCCC2)NC(=O)NC1=O (configuration not stated)	0.9	4.8
